# High-throughput results from PubChem BioAssay.
# Pol beta inh: qHTS Assay for Inhibitors of DNA Polymerase Beta; 340,000 compounds, 1.3% hits; Pol beta primer extension/strand displacement, fluorescence kinetic; P06746; Potency, µM (top dose mostly 114 µM), for the others: at the top dose activity change, negative = inhibition, hits mostly inhibitors; further: on the % scale 0 is the no-effect control and ±100 the full control effect
#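 10 nM enzyme + cpd, 15 min RT; start with substrate 50 nM final; read 0 min and after 10 min RT. Corrected, normalized data; 4-parameter Hill curve fit.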
# G9a block: qHTS Assay for Inhibitors of Histone Lysine Methyltransferase G9a. Histone-lysine N-methyltransferase EHMT2 (Homo sapiens), Q96KQ7. G9a H3K9 monomethylation, AlphaScreen, 2 h. Potency, µM (series often up to 102 µM), without a hit: at the highest dose activity, negative = inhibition, hits mostly inhibitors. 350,000 compounds, 8.8% hits; further: on the % scale 0 is the no-effect control and ±100 the full control effect; nearly all actives have a fitted effect of over 75% in size
#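 AlphaScreen detection with an anti-monomethyl H3K9 antibody quantified product after a 2 h room-temperature reaction containing 500 nM biotinylated H3K9 peptide, 20 µM SAM and 20 nM enzyme, which had been preincubated 15 min with compound.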
# Pol iota inh: qHTS for Inhibitors of Polymerase Iota; 390,000 compounds, 1% hits; DNA polymerase iota (Homo sapiens), Q9UNA4; Pol iota fluorescent replication assay, 10 min; Potency, µM (doses to about 115 µM), without a hit: at the top dose activity, negative = inhibition, actives largely listed as inhibitors; AID 588590, 2011
#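 Fluorescent replication assay read twice, at 0 min and 10 min after adding 50 nM (final) substrate. Enzyme (10 nM) and compounds were first incubated 15 min at room temperature; enzyme-free buffer wells were negative controls.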
# APE1 inh: qHTS Assay for Inhibitors of the Human Apurinic/apyrimidinic Endonuclease 1 (APE1); recombinant APE1, TAMRA/BHQ-2 abasic DNA cleavage fluorescence; Potency, µM (titrated, usually from 65.8 µM), for inactives: top-dose activity change, negative = inhibition, actives largely listed as inhibitors; 350,000 compounds, 0.35% hits; DNA repair nuclease/redox regulator APEX1 (Homo sapiens), P27695;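 further: plate controls were vehicle for no effect and reference inhibitor for full effect; nearly all actives have a fitted effect of over 55% in size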
#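 Readout is kinetic fluorescence (ex 525, em 598 nm) from cleavage of 50 nM TAMRA/BHQ-2 THF abasic duplex by 0.75 nM APE1, compound added 15 min beforehand at RT.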
# Pol eta inh: qHTS for Inhibitors of Polymerase Eta; DNA polymerase eta (Homo sapiens), Q9Y253; 390,000 compounds, 1.2% hits; Potency, µM (titrated, usually from 114 µM), for the others: at the highest dose activity change, negative = inhibition, hits mostly inhibitors; AID 588591, 2011; recombinant Pol eta, fluorescent DNA replication assay; further: on the % scale 0 is the no-effect control and ±100 the full control effect
#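 Pol eta (10 nM) was preincubated with compounds for 15 min at room temperature, after which fluorescent replication substrate (50 nM final) was added to start the reaction. Fluorescence was read kinetically at 0 and 10 min.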
# Anesthetic bind: qHTS Assay for Identification of Novel General Anesthetics; 350,000 compounds, 0.074% hits; Potency, µM (titrated, usually from 77.5 µM), without a hit: at the highest dose activity change, negative = displacement, usual class: inhibitors; Ferritin light chain (Equus caballus), P02791; AID 485281, 2010; apoferritin/1-aminoanthracene competitive binding, fluorescence; further: on the % scale 0 is the no-effect control and ±100 the full control effect; nearly all actives have a fitted effect of over 20% in size
#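 Horse-spleen apoferritin (10 uM) in 50% saturated 1-aminoanthracene in PBS was incubated 10 min at room temperature with compound. Fluorescence (ex 380, em 535 nm) was normalized to free and bound 1-AMA, with concentration-response fitted by a four-parameter Hill equation.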
# BAZ2B inh: qHTS Assay for Inhibitors of BAZ2B. Bromodomain adjacent to zinc finger domain protein 2B (Homo sapiens), Q9UIF8. AlphaScreen BAZ2B-H3K14Ac peptide displacement. Potency, µM (top dose mostly 114 µM), inactives show at the top dose activity change, negative = inhibition, usual class: inhibitors. 360,000 compounds, 4.4% hits. AID 504333, 2011; further: on the % scale 0 is the no-effect control and ±100 the full control effect; nearly all actives have a fitted effect of over 60% in size
#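 Multi-concentration screen (max 110 uM) measuring displacement of acetylated histone H3 peptide from BAZ2B by AlphaScreen, using 50 nM protein, 50 nM peptide and 10 ug/mL streptavidin donor plus Ni-chelate acceptor beads.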
# BLM helicase inh: qHTS Assay for Inhibitors of Bloom's syndrome helicase (BLM). 350,000 compounds, 0.2% hits. RecQ-like DNA helicase BLM (Homo sapiens), P54132. recombinant BLM DNA unwinding, fluorescence dequenching. Potency, µM (doses to about 56.1 µM), for the others: at the highest dose activity change, negative = inhibition, most hits filed as inhibitors;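 further: plate controls were vehicle for no effect and no enzyme for full effect; nearly all actives have a fitted effect of over 35% in size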
# Pol kappa inh: qHTS for Inhibitors of Polymerase Kappa; DNA polymerase kappa (Homo sapiens), Q9UBT6; purified Pol kappa, fluorescent DNA synthesis assay, 10 min; Potency, µM (titrated, usually from 107 µM), inactives show at the highest dose activity, negative = inhibition, hits mostly inhibitors; 400,000 compounds, 0.53% hits; AID 588579, 2011; further: on the % scale 0 is the no-effect control and ±100 the full control effect
#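 Here, compound and 10 nM enzyme are combined for 15 min at room temperature; adding 50 nM substrate (final) starts DNA synthesis, tracked by fluorescence at 0 and 10 min against buffer-only wells.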
# * marks the source's active call; other numbers are inactive results; ? = inconclusive; / = no result given; [ ] = remark or other dose. The call rests on the fitted dose curve; in most records, active means well fitted curve in the direction sought with a large enough effect; inconclusive means small, poorly fitted or top-dose-only effect, or another doubt; inactive means no such curve, though single readings can be large; an effect the other way counts as inactive or inconclusive. Potency means the concentration at half of the fitted maximal effect. Not all compounds are listed; the hit share may differ from the screen's.
# Screens in order – G9a block | Pol iota inh | Anesthetic bind | BLM helicase inh | Pol beta inh | APE1 inh | Pol eta inh | Pol kappa inh | BAZ2B inh
> COc1ccccc1NC1SC(=O)N(c2ccccc2)C1=O (stereo unspecified)
  -21% | ? | ? | 0% | 1% | 0% | -6% | 9% | -4%
> COc1cccc(-n2cnnc2SCC(=O)NC2CC2)c1
  21%[12.7 µM] | 28% | / | / | / | -6% | -19% | -15% | 16%
> COc1ccc(NC(=O)Nc2cccc(F)c2)c(OC)c1
  -13% | 17% | -7% | -5% | 5% | -2% | -14% | -1% | ?
> Cc1ccccc1CCN1CCCC(CN(C)C(=O)c2ccc3ncccc3c2)C1 (stereo unspecified)
  -12% | 17% | -10% | -5% | 4% | -6% | -12% | -4% | -6%
> O=C(CSc1nc2ncccc2[nH]1)Nc1ccccc1-c1ccccc1
  7% | 1% | 1% | 1% | 4% | -15% | -1% | -10% | -37%
> COc1ccc(N(CC(=O)NCc2cccs2)S(=O)(=O)c2c(C)n[nH]c2C)cc1
  0% | 7% | -11% | 0% | 4% | 2% | -4% | -1% | 8%
> CC(=O)N1CCN=C1SCc1ccc(F)cc1
  19% | 21% | -11% | 0% | -5% | -1% | -8% | -1% | -2%
> CCC1CCC2(CC1)NNC(=S)NN2
  2µM* | 15% | -13% | -4% | 5% | 6% | -1% | 0% | ?
> COc1ccc(-n2c(C)c(C)c3c(NCCN(C)C)ncnc32)cc1
  ? | 6% | 1% | -2% | 3% | -13% | 2% | -18% | ?
> CCN1C(=O)c2ccccc2Sc2ccc(C(=O)NCCCN3CCOCC3)cc21
  -28% | 25% | -10% | -2% | -20% | 1% | -5% | -8% | 3%
> CCN1C(=O)[C@@H]2[C@@H](c3ccc(-c4ccc(Cl)c(Cl)c4)cc3)N3CCCC[C@@]3(C(=O)OC)[C@@H]2C1=O
  -5%[2.33 µM] | -15% | / | / | / | -16% | -6% | -20% | 3%
> Cc1cc(C)nc(SCc2nnc(SCC(=O)Nc3ccc(C)c(C)c3)o2)n1
  -29% | 4% | -20% | 1% | -13% | 15% | -6% | -9% | -1%
> COC(=O)c1sc2nc(CN3CCOCC3)nc(N3CCOCC3)c2c1C
  ? | 14% | -3% | 0% | -21% | -1% | 8% | 9% | 0%
> COc1ccc2[nH]cc(CCNc3ccnc(-c4cccc(C#N)c4)n3)c2c1
  -29%[0.501 µM] | / | / | -6% | / | -3% | / | -5%[60.1 µM] | /
> COc1cccc(CN(C)C(=O)c2ccc(OCC(=O)N3CCOCC3)c(OC)c2)c1
  9%[12.7 µM] | 19% | / | / | / | 22% | -10% | 4% | -2%
> Nc1cccc(-c2csc(-n3ncc(C(=O)O)c3C(F)(F)F)n2)c1
  ? | -8% | -2% | -7% | -19% | 10% | ? | 17% | -14%
> COc1ccccc1-c1cc(C(F)(F)F)c(C#N)c(=O)[nH]1
  -2% | 18% | 6% | -3% | 24% | -9% | -18% | -10% | -14%
> CC(O)CNc1ccc(-c2n[nH]c(=O)c3ccccc23)cc1[N+](=O)[O-] (stereo unspecified)
  -11% | -21% | -14% | -5% | -15% | -8% | -2% | -22% | -19%
> CCOC(=O)c1cccc(NC(=O)c2ccco2)c1
  25%[12.7 µM] | -15%[58.9 µM] | 4% | -2% | -15% | -6% | -4% | -3% | 7%
> Cc1ccccc1N1C(=O)c2cccc([N+](=O)[O-])c2C1=O
  -4% | 57%[activator] | -17% | -1% | -17% | -2% | -18% | 3% | ?
> COc1ccc(CC(=O)NCC2COc3ccccc3O2)cc1 (stereo unspecified)
  15% | 31%[activator] | -13% | 5% | 0% | 1% | ? | -4% | -22%
> O=C(c1ccc(Cl)nc1)N1CCN(S(=O)(=O)c2ccc(Cl)cc2)CC1
  4% | -25% | -12% | -3% | 1% | 6% | -3% | -31% | -5%
> CCOC(=O)CSC1=C(C#N)C(=O)NC(c2ccc(OC)c(OC)c2)S1 (stereo unspecified)
  ? | ? | -13% | -9% | 18% | 2% | 3% | -12% | 50µM*
> N#Cc1ccc(CN2CCCC3(CCN(C(=O)c4cnccn4)CC3)C2)cc1
  -1%[12.7 µM] | / | / | 4% | / | -1% | / | 0%[60.1 µM] | /
> COc1cccc(OC)c1C(=O)OCCCOC(=O)c1c(OC)cccc1OC
  ? | 23% | 31%[activator] | -5% | 27% | 0% | -7% | -12% | -11%
> CCc1ccccc1N(CC(=O)N1CCCC1)S(C)(=O)=O
  6% | 0% | 50%[activator] | -1% | 6% | 47%[activator] | -24% | -1% | 4%
> COc1ccc(C2C(C(=O)NCc3cccnc3)c3cc(OC)c(OC)cc3C(=O)N2C)cc1 (stereo unspecified)
  -16% | -9% | -1% | 5% | 4% | -3% | -10% | 6% | 6%
> O=C(CCN1CCCC1)Nc1ccc(Br)cc1
  20µM* | 4% | 0% | -13% | -7% | 26% | 8% | -3% | 12%
> CCN(CC(=O)Nc1ccccc1C(F)(F)F)C(=O)COc1cccc2c1OC(C)(C)C2
  -2% | 44%[activator] | / | / | / | -6% | -3% | -7% | 10%
> COc1ccc(CCN(C)c2ncnc3sccc23)cc1OC
  0% | 25% | -4% | 1% | 22% | 1% | -8% | 22% | -15%
> Cc1cc(C(=O)NCCc2ccc(Cl)cc2)c(C)o1
  6% | 14% | -13% | -2% | 35% | 23% | -8% | -21% | -20%
> COc1ccc(OC)c(NC(=O)c2nc(-c3ccccc3)oc2C)c1
  -31% | 34% | -10% | -4% | 0% | -3% | -24% | -8% | /
> c1ccc(Nc2nc(-c3ccncc3)cs2)nc1
  12%[2.33 µM] | -4% | -14% | -5% | -18% | -5% | -11% | -14% | -8%
> CCOc1ccccc1NC(=O)c1nn(-c2ccc(C)cc2)c(=O)n(C)c1=O
  -2%[59 µM] | -12% | -15% | 2% | 6% | / | -6% | -10%[60.1 µM] | -6%
> CS(=O)(=O)N(CC(=O)Nc1ccccc1C(=O)N1CCCC1)c1ccc2c(c1)OCO2
  -8%[59 µM] | -3% | -5% | 4% | 8% | 0% | -4% | -2% | -5%
> CCOC(=O)N1CCN(C(=O)c2cc3c(s2)-c2ccccc2OC3)CC1
  7%[59 µM] | -6% | 50%[activator] | -15% | 0% | 1% | -15% | 6% | 22%
> COc1cc(OC)cc(C(=O)Nc2cccc(NC(C)=O)c2)c1
  21%[12.7 µM] | 0% | -1% | 2% | 0% | 0% | 4% | -10% | 2%
> COC(=O)CCC(=O)N1CCc2cc(S(=O)(=O)N3CCc4ccccc43)ccc21
  8% | -2% | 29% | -5% | -1% | 11% | -13% | -7% | -4%
> CCOc1ccc(CC(=O)C2C(=O)CC(C)(C)CC2=O)cc1OCC
  10µM* | ? | -14% | -2% | -18% | 12% | -4% | -12% | ?
> CCn1cc(C(=O)N(C)c2cc(C)ccc2OC)c2cc(OC)c(OC)cc2c1=O
  5% | 9% | 6% | -1% | 2% | -9% | 2% | -3% | 2%

# The last 3 records of the section before come first, to join the parts.
# Screens in order – G9a block | Pol iota inh | Anesthetic bind | BLM helicase inh | Pol beta inh | APE1 inh | Pol eta inh | Pol kappa inh | BAZ2B inh
> COC(=O)CCC(=O)N1CCc2cc(S(=O)(=O)N3CCc4ccccc43)ccc21
  8% | -2% | 29% | -5% | -1% | 11% | -13% | -7% | -4%
> CCOc1ccc(CC(=O)C2C(=O)CC(C)(C)CC2=O)cc1OCC
  10µM* | ? | -14% | -2% | -18% | 12% | -4% | -12% | ?
> CCn1cc(C(=O)N(C)c2cc(C)ccc2OC)c2cc(OC)c(OC)cc2c1=O
  5% | 9% | 6% | -1% | 2% | -9% | 2% | -3% | 2%
> O=C(NCC(=O)N1CCN(S(=O)(=O)c2cccc(F)c2)CC1)c1ccc(Br)o1
  3% | 21% | / | / | / | 10% | -9% | -3% | 7%
> Nc1nc(NCc2ccccc2Cl)n(-c2ccccc2)n1
  / | 161%[activator] | 0% | 3% | 45% | 2% | 3% | -10% | 9%
> CCOC(=O)N/N=C/c1ccc(C)o1
  11% | 48%[activator] | -6% | -1% | 41% | -2% | -13% | -15% | -4%
> CC(O)c1c(-c2ccccc2)nn(C)c1Cl (stereo unspecified)
  -3% | 67%[activator] | -6% | -1% | 28% | 22% | -7% | 1% | -11%
> COc1cc(-c2c(C#N)c(N)nc3[nH]c(=S)[nH]c(=O)c23)ccc1O
  71µM* | ? | 2% | -1% | -10% | 15% | -4% | 1% | -5%
> Cc1ccc(S(=O)(=O)C2(C(=O)NCc3ccc4c(c3)OCO4)CC2)cc1
  ? | -7% | -6% | 2% | -19% | -3% | -14% | -14% | 4%
> O=C(NCCCNC(=O)c1cccnc1)c1ccc(Cl)cc1
  25% | -22% | -6% | 2% | 65% | 0% | -7% | 2% | 1%
> CCOc1cccc(CN2CCC(n3nccc3NC(=O)c3ccc4c(c3)OCO4)CC2)c1
  30% | 12% | -11% | -4% | 1% | 52%[activator] | -14% | -3% | -5%
> CCCCn1c(N)c(N(CCC(C)C)C(=O)c2ccc3ccccc3c2)c(=O)[nH]c1=O
  -14%[12.7 µM] | 11% | / | / | / | 2% | -7% | 5% | 6%
> CCCCNC(=O)CCn1nc(-c2ccccc2)c2ccccc2c1=O
  27%[2.33 µM] | -27% | 5% | 0% | 26% | 6% | -4% | -1% | 0%
> COc1ccc2cc3cc(C(=O)N(C)C4CCCCC4)oc3nc2c1
  20% | 28% | -11% | 0% | 0% | -10% | -3% | -9% | -5%
> O=C(Nc1ccccc1C(=O)N1CCCCC1)c1cccs1
  / | 30% | -3% | -4% | 12% | -10% | 1% | -1% | -3%
> O=C(CNc1ccc(F)cc1)c1ccccc1
  ? | 74%[activator] | -20% | -5% | -13% | ? | -14% | 2% | ?
> Cc1ccc(SCCN2CCN(C)CC2)cc1
  50µM* | -13% | -8% | -1% | 96% | 14% | 1% | -13% | -25%
